# Assay outcomes as filed in PubChem.
# MRP1 act: activators of MRP-1 | viability increase, % at 10 µM | H69AR cells + doxorubicin, viability rescue, CellTiter-Glo | AID 799 | 0.61% of 140,000 active;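 active means viability gain under doxorubicin at or above a set limit, the compound median plus 3 SD, cut at about 4.7% in these data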;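 further: MRP-1 overexpressing cells given doxorubicin 25 µM after compound pretreatment; 18-22 h compound pretreatment then 72 h with doxorubicin before readout; 0% = doxorubicin-only wells and 100% = vehicle-treated cells without doxorubicin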
# HCT116 PTEN-null: growth suppressors of cells with PTEN tumor suppressor deletion; HCT116 PTEN-null viability, CellTiter-Glo, 60 h; hits give low values; viability, % at 10 µM; 1.2% of 140,000 active;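 active means viability at or below a set limit, 4 SD under the median of all tested compounds, cut at about 3.7% in these data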;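 further: PTEN knockout HCT116 line with beta catenin targeted HCT116 as companion control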
# bCat KO growth: beta-catenin-lacking colon tumor cell growth suppression; HCT116 beta-catenin knockout viability, CellTiter-Glo, 60 h; hits give low values; viability, % at 10 µM; 1.5% of 140,000 active; AID 818;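 active means viability at or under a set limit, the compound median less 4 SD, cut at about 6% in these data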;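 further: 0% = Hyamine 1622 control at 20 µM and 100% = untreated cell control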
# BB579 growth dn: yeast BB579 growth reduction in restrictive medium. S. cerevisiae BB579 growth, OD615, 48 h. inhibition, % at 10 µM. 0.51% of 140,000 active. AID 804;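 active means inhibition above a set limit, 3 SD over the mean compound inhibition, cut at about 44% in these data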; further: inactives centre near -24
#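 System: Saccharomyces cerevisiae DeaD strain BB579, replicative lifespan model yeast | Buffer or medium: Restrictive glucose-based CSMM-D medium | Times: 4 h preincubation and 48 h exposure at 30 °C | Detection: OD615 turbidity measurement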
# NPY Y2 blocker: NPY-Y2 (human) receptor antagonism. P49146. NPY-Y2 expressing cells, antagonist mode. inhibition, % at 2.7 µM. 0.99% of 140,000 active. AID 793; in the data active means inhibition above about 17%;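 further: 0% = vehicle with agonist challenge and 100% = reference antagonist with challenge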
# Target sequence (P49146 whole entry, looked up): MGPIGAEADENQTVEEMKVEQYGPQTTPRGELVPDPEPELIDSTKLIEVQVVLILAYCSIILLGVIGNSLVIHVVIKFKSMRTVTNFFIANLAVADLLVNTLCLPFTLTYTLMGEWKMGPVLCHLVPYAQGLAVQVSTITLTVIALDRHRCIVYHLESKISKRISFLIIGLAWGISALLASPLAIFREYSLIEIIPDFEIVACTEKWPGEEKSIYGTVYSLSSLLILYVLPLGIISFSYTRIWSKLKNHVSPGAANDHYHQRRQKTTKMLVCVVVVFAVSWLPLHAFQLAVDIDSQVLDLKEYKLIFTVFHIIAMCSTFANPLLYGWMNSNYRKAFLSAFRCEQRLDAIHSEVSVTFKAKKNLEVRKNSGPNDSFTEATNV
# GALR2 antag: antagonists of human galanin receptor 2 (GALR2). O43603. GALR2-expressing cells, antagonist mode. inhibition, % at 4 µM. 0.39% of 140,000 active. AID 828; in the data active means inhibition above about 27%;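 further: cells stimulated with galanin 1-16 at roughly its EC80; 0% = agonist challenge control and 100% = basal control without agonist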
# Target sequence (O43603 whole entry, looked up): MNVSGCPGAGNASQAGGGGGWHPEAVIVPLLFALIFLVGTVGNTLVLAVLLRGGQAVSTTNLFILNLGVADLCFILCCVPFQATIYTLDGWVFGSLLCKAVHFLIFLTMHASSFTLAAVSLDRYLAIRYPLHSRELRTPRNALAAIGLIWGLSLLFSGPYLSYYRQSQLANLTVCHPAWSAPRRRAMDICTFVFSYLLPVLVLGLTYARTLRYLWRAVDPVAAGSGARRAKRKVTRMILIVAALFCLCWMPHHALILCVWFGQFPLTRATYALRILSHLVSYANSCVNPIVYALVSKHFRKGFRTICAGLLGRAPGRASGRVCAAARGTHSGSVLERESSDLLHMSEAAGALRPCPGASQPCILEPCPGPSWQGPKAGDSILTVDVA
# Phagocyt inh: blocks phagocytosis by macrophages; AID 1029; J774A.1 macrophage IgG-bead phagocytosis, imaging; 0.07% of 110,000 active; inhibition, % at 5 µM;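 active means inhibition above the mean of the plate negative controls plus 5 SD, cut at about 13% in these data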;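 further: phagocytic index as fraction of beads internalized from green versus red external bead signal; plate controls were DMSO negative control for no effect and cytochalasin-D positive control for full effect; some results beyond the cut were filed as inactive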
# Yeast life ext: extends the lifespan of yeast; S. cerevisiae growth with nicotinamide, OD615; deaD strain in restrictive glucose medium; inhibition of the nicotinamide effect, % at 10 µM; 0.68% of 130,000 active;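 active means inhibition above a set limit, placed 3 SD over the median of all compounds, cut at about 26% in these data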;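 further: 0% = nicotinamide-treated wells and 100% = cells grown without nicotinamide; some compounds called inactive have numbers as strong as hits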
#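 System: DeaD-strain S. cerevisiae / Buffer or medium: CSMM-D, restrictive glucose (dextrose) synthetic minimal medium / Probe or stimulus: nicotinamide, 1.5 mM, co-present with compound / Compound: one concentration, 10 µM, DMSO 0.25% / Incubation: 48 h compound exposure at 30 °C, humidified / Technique: optical density (absorbance) at 615 nm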
# E-sel TNF inh: blocks E-selectin expression induced by TNF alpha | HUVEC TNFa-induced E-selectin immunofluorescence, high content | inhibition, % at 2 µM | 0.71% of 120,000 active;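 active means inhibition above the batch mean plus 3 SD, and confirmed as a hit on visual image review, cut at about 43% in these data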;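 further: 0% = TNF-stimulated DMSO wells and 100% = unstimulated control wells; not every result past the cut was called active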
# Measles CPE: protection of cells from measles virus. AID 841. protection (pct of control), % at 4 µM. Measles virus-infected cells, CPE protection, absorbance. 1.5% of 140,000 active; in the data active means protection mostly above about 24%, no sharp cut-off; inactive means mostly below about 26%; further: some compounds called inactive have numbers as strong as hits
# * marks the source's active call; other numbers are inactive results; · = no result given. This is a random part of the collection; any-hit rate near 6.1%.
SMILES,MRP1 act,HCT116 PTEN-null,bCat KO growth,BB579 growth dn,NPY Y2 blocker,GALR2 antag,Phagocyt inh,Yeast life ext,E-sel TNF inh,Measles CPE
Cc1c(C(=O)NC2CCCc3ccccc32)oc2ccc(S(=O)(=O)N3CCCC3)cc12 (centres undefined),-1.3,56,64,-16,1,-7,-2,-12,9,7
O=C(CSc1n[nH]c(=O)n1C1CC1)Nc1cc(Cl)ccc1Oc1ccccc1,-1.4,13,10,-3,6,8,1,-3,2,3
COc1ccc(CNC(=O)COC(=O)CCCOc2ccc(Cl)cc2Cl)cc1OC,-3.1,95,95,7,7,0,·,-1,·,12
CCOc1cc(C)nc(NCc2ccccc2)n1,-2.2,58,61,-69,2,-9,0,-16,7,5
Cc1nc2ccc(S(=O)(=O)NC(C(=O)NCc3ccc4c(c3)OCO4)C(C)C)cc2s1 (centres undefined),-2.7,100,100,16,3,-10,0,-9,·,7
CN1c2ccccc2N(C)C1c1c(O)ccc2ccccc12,-3.1,88,87,-31,2,-8,·,-3,-20,11
COCCNC(=O)c1onc(CSc2ccc(Cl)cc2)c1C(=O)O,-0.5,98,100,-34,9,7,·,0,0,11
Cc1cccc(C)c1Nc1nnc(SCc2cn3cccc(C)c3n2)s1,0.1,90,86,-32,5,11,-4,0,-5,4
NC(N)=Nc1nc(C2COc3ccccc3O2)cs1 (centres undefined),1.4,75,78,-24,3,7,4,0,·,13
CCCC1(C(=O)OC)NC(c2cccc(F)c2)C2C(=O)N(CC)C(=O)C21 (centres undefined),-1.0,101,93,-3,0,9,-1,2,-4,7
COCCn1c(SCC(=O)Nc2ccc(NC(=O)c3ccco3)c(OC)c2)nc2ccccc2c1=O,0.8,109,105,-48,3,-1,0,-5,9,10
C/C(=C/Cc1c(O)cc2oc(C)cc(=O)c2c1O)COC1OC(CO)C(O)C(O)C1O (centres undefined),-2.6,97,87,-32,0,-6,·,-2,·,18
O=c1[nH]c(CN2CCCCC2)nc2c1C1(CCCCC1)Cc1ccccc1-2,-1.1,98,87,-83,4,-10,0,-9,31,3
COc1ccc(CN2CCN(C(=O)c3ccco3)CC2)cc1OCc1ccccc1,-1.0,100,90,-31,1,9,2,-5,-31,1
Clc1ccc(Nc2ccc(-n3ccnc3)nn2)cc1Cl,-3.0,26,21,-56,-1,4,0,-23,65*,25
O=Cc1cccn1-c1sc2c(c1C(=O)O)CCCC2,-0.7,103,100,-7,4,8,·,53,·,10
Cc1cccc(CC2CC(=O)N(c3ccccc3)C2=O)c1 (centres undefined),1.0,107,101,2,3,5,2,-6,-21,14
CN(C)S(=O)(=O)N1CCC(c2ccc(F)cc2)C(COc2ccc3c(c2)OCO3)C1 (centres undefined),-0.8,58,60,-6,28*,-3,2,1,19,24
COc1cccc(-c2cc(=O)c3cc(NC(=O)c4ccccc4)ccc3[nH]2)c1,-4.3,18,13,-37,2,17,·,8,-5,14
Cc1ccc2[nH]c(=O)c(N3CCOCC3)c(-c3ccccc3)c2c1,-5.1,83,95,29,-1,-4,0,-4,-23,78*
CCC(C)n1c(=O)c(C(=O)Nc2ccccc2S(N)(=O)=O)c(O)c2ccccc21 (centres undefined),1.0,5,9,-25,3,-9,0,-8,-46,4
CC(C)(C)OC(=O)N1CCC(C(=O)N[C@@H](Cc2ccccc2)C(=O)O)(c2ccccc2)CC1,-2.2,93,94,-45,3,4,-5,4,2,2
O=C(C/C=N/OCc1ccc(Cl)cc1)c1cnc(-c2ccccc2)s1,1.1,90,100,-38,4,7,-3,-18,-30,13
CCc1nc2ccccc2n1CC(O)COc1ccc(NC(C)=O)cc1 (centres undefined),-2.7,97,99,-26,-1,2,·,·,18,26
O=C(O)c1ccc(Oc2cccc([N+](=O)[O-])c2)cc1C(=O)O,-0.3,86,92,-6,-1,-29,·,-17,1,9
Cc1ccc(N(C(=O)CNC(=O)c2ccco2)C(C(=O)NC2CCCC2)c2cccnc2)cc1C (centres undefined),-0.8,95,101,-31,-2,0,-1,-16,-23,7
COC(=O)C1=CN(CC2CCCO2)C=C(C(=O)OC)C1c1cc(OC)c(OC)c(OC)c1 (centres undefined),-2.6,101,90,-26,4,-18,0,-16,13,15
CC(CN1CCOCC1)OC(=O)c1cccc(Br)c1 (centres undefined),0.8,99,88,17,3,-5,0,-5,18,1
CCCOc1ccc(-c2c(=O)n(OCc3ccc([N+](=O)[O-])cc3)c3ccccc3[n+]2[O-])cc1,-6.1,23,32,-52,1,-7,-8,-4,17,1
Cc1cc(C(=O)CSc2nc3ccccc3[nH]2)c(C)n1CC1CCCO1 (centres undefined),1.2,24,13,11,5,43*,·,-6,·,39*
CCCCc1cc2c(c(NC(=O)CC)n1)c(=O)oc1ccccc12,-1.6,78,88,-26,0,9,-3,-14,4,10
CCN(CC)C(=O)c1ccccc1NS(=O)(=O)c1ccc(C)cc1,-0.2,91,97,-11,0,-3,-4,1,-4,15
Cc1nnc(NC(=O)CCCOc2ccccc2)s1,-1.5,74,86,-22,4,-17,1,-13,10,22
Cc1ccc(-c2nn3c(C)nnc3s2)cc1NC(=O)c1cccs1,-4.9,88,98,-30,3,4,-3,11,5,13
CC1=C(C(=O)Nc2ccccc2)C(c2ccco2)C(C#N)=C(SCC(=O)Nc2cccc(C)c2C)N1 (centres undefined),-1.4,52,61,-22,4,-3,-1,-12,-14,3
CC1S/C(=N/N=C2CCC(C(C)(C)C)CC2)NC1=O (centres undefined),0.1,96,95,-29,0,-4,-3,-2,13,5
Clc1ccc2c(c1)C1OCCC1C(c1ccco1)N2 (centres undefined),-2.2,83,77,-20,0,20,-2,-20,0,6
COc1ccc(OC)c(NC(=O)CCNS(=O)(=O)c2cccs2)c1,-2.9,96,101,-32,2,-7,·,·,-5,5
CCCCN(C(=O)CSc1nnc(-c2ccccc2)n1C)c1c(N)n(Cc2ccccc2)c(=O)[nH]c1=O,1.8,90,100,-8,0,12,-3,5,-1,5
O=C(NCc1cccs1)C(NS(=O)(=O)c1cccc2nsnc12)c1ccccc1 (centres undefined),-3.9,75,85,3,1,-3,·,7,1,4

# A stretch from the list above:
SMILES,MRP1 act,HCT116 PTEN-null,bCat KO growth,BB579 growth dn,NPY Y2 blocker,GALR2 antag,Phagocyt inh,Yeast life ext,E-sel TNF inh,Measles CPE
CCC(C)n1c(=O)c(C(=O)Nc2ccccc2S(N)(=O)=O)c(O)c2ccccc21 (centres undefined),1.0,5,9,-25,3,-9,0,-8,-46,4
CC(C)(C)OC(=O)N1CCC(C(=O)N[C@@H](Cc2ccccc2)C(=O)O)(c2ccccc2)CC1,-2.2,93,94,-45,3,4,-5,4,2,2
O=C(C/C=N/OCc1ccc(Cl)cc1)c1cnc(-c2ccccc2)s1,1.1,90,100,-38,4,7,-3,-18,-30,13
CCc1nc2ccccc2n1CC(O)COc1ccc(NC(C)=O)cc1 (centres undefined),-2.7,97,99,-26,-1,2,·,·,18,26
O=C(O)c1ccc(Oc2cccc([N+](=O)[O-])c2)cc1C(=O)O,-0.3,86,92,-6,-1,-29,·,-17,1,9
Cc1ccc(N(C(=O)CNC(=O)c2ccco2)C(C(=O)NC2CCCC2)c2cccnc2)cc1C (centres undefined),-0.8,95,101,-31,-2,0,-1,-16,-23,7
COC(=O)C1=CN(CC2CCCO2)C=C(C(=O)OC)C1c1cc(OC)c(OC)c(OC)c1 (centres undefined),-2.6,101,90,-26,4,-18,0,-16,13,15
CC(CN1CCOCC1)OC(=O)c1cccc(Br)c1 (centres undefined),0.8,99,88,17,3,-5,0,-5,18,1
CCCOc1ccc(-c2c(=O)n(OCc3ccc([N+](=O)[O-])cc3)c3ccccc3[n+]2[O-])cc1,-6.1,23,32,-52,1,-7,-8,-4,17,1
Cc1cc(C(=O)CSc2nc3ccccc3[nH]2)c(C)n1CC1CCCO1 (centres undefined),1.2,24,13,11,5,43*,·,-6,·,39*

# The list goes on.
SMILES,MRP1 act,HCT116 PTEN-null,bCat KO growth,BB579 growth dn,NPY Y2 blocker,GALR2 antag,Phagocyt inh,Yeast life ext,E-sel TNF inh,Measles CPE
COc1ccc2sc3ccccc3c(=O)c2c1OC,-0.8,102,94,-7,1,9,-2,-35,-18,3
CC(N=C(NC#N)Nc1ccncc1)C(C)(C)C (centres undefined),0.6,96,92,-12,-1,-3,·,11,·,36
Cc1cccc(C)c1OCCCCc1c(C)n[nH]c1C,-0.7,82,98,5,4,6,0,-24,-5,4
CCc1c(C)nc2c(C#N)c[nH]n2c1=O,-0.1,102,84,8,3,3,-1,-4,·,10
O=C(O)/C=C\C(=O)Nc1ccc(Oc2ccccc2)cc1,-0.3,92,94,-33,0,-22,·,-9,-6,1
CC(=O)NC1=NN(c2ccccc2)C(=O)C1,-1.9,91,105,1,-1,-17,·,-9,20,-1
Cc1cccc(C(=O)N[C@H](C(=O)Nc2cc(S(=O)(=O)N3CCCCC3)ccc2C)C(C)C)c1,0.0,83,84,-27,8,3,·,14,-26,7
Cc1cccc2c(C(=O)O)c3c(nc12)CCCCC3,-3.1,94,83,-8,3,3,-1,-12,29,6
Cc1nc(NC(=O)CSc2ccc(-c3nc4ccccc4[nH]3)cn2)sc1C,-2.3,66,64,-11,6,3,-11,-1,·,1
CS(=O)(=O)c1ccc2nc(NC(=O)Nc3cccc(Cl)c3)sc2c1,-4.3,8,7,-20,-4,4,·,-12,29,14
COC(=O)C1C(=O)c2c([nH]c(C(=O)OCCOC(C)C)c2C)CC1C (centres undefined),-1.5,99,93,8,7,-1,-2,-11,0,4
O=C(O)c1cccc(Nc2nc(N3CCOCC3)nc(N3CCOCC3)n2)c1,-0.9,107,105,-48,0,8,-2,-1,-1,11
O=C(CN1CCN(c2ccccc2)CC1)Nc1cccc(C(F)(F)F)c1,-0.3,105,102,-17,11,0,0,7,24,15
Cc1ccc2c(c1)CC1(CN2C)C(=O)OC2(CCCCC2)OC1=O,-1.5,112,91,-42,2,-9,-1,0,-18,1
CCC(CC)C(=O)NC12CC3CC(CC(C3)C1)C2,-2.6,80,88,-29,1,-9,-4,3,15,15
O=C1c2ccccc2-c2onc3ccc(NCc4ccco4)c1c23,-5.7,50,54,32,6,18,0,-9,-17,20
Cn1c(CSc2nc3ccccc3s2)nnc1SCC(=O)NCCN1CCOCC1,-0.9,88,78,-33,·,·,-1,-13,·,21
